UTI89 phage lysis = inhibition of K1F phage lysis, E. coli UTI89, bacterial capsule biogenesis inhibitors, alamar blue (AID 488966) | E. coli UTI89 K1F phage lysis, alamar blue, 2 h; higher % means a stronger effect | inhibition, % at 100 µM, or IC50 in µM where a hit was titrated | 0.02% of 340,000 active;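 active = phage lysis inhibition, versus mean bacterial control, above a set limit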;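 also: capsule biogenesis inhibitors block K1F phage lysis so surviving cells raise fluorescence; higher fluorescence means more inhibition of phage lysis; actives were called in the ten point dose series up to 300 µM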
Lipid droplet = inhibitors of hepatocyte lipid droplet formation, primary screen, imaging, high-throughput imaging, BODIPY stain. AML12 mouse hepatocytes, oleate lipid droplets. inhibition, % at 6.5 µM. 0.4% of 240,000 active. AID 1656, 2009;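 active = lipid droplet intensity inhibited by at least 50%, with more than 500 cells counted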
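Assay system: AML12 hepatocytes (mouse); Probe or stimulus: oleic acid at 100 µM to induce lipid droplet formation; Dosing: compound at 6.5 µM only; Schedule: compound with oleate, overnight; Detection: fluorescence imaging, 20x objective, two fields per well; Measure: % inhibition of lipid droplet signal.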
Siah-1 displacement = Siah-1 peptide-binding antagonists, primary screen, biochemical, fluorescence polarization, rhodamine-plectin, uHTS (AID 1817); displacement, % at 20 µM; hits with a dose series show IC50 in µM; Siah-1 / rhodamine-plectin peptide fluorescence polarization; higher % means a stronger effect; E3 ubiquitin-protein ligase SIAH1 (Homo sapiens); 0.02% of 290,000 active;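 active = displacement of at least 50% at 20 µM, with a fluorescence ratio check between 0.3 and a set limit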;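 also: plate controls were Siah plus tracer with DMSO for no effect and tracer alone without Siah for full effect; strong numbers were not always called active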
Lipid droplet cells 6.5 µM = second read-out of Lipid droplet, no call of its own (marks repeat the call); cell count; measured here: cell count, cytotoxicity flag;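 cells counted across two imaged fields per well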
Numbers without * were called inactive; [ ] = dose if it differs, or a comment.

What do the screens show for `COc1ccc(CCNC(=O)CCC(=O)N2CCOc3ccc(Cl)cc32)cc1OC`?
UTI89 phage lysis: -0.5%; Lipid droplet: -7; Siah-1 displacement: -5%; Lipid droplet cells 6.5 µM: 775

What do the screens show for `COc1ccc(N(CC(=O)N/N=C/c2cccnc2)S(=O)(=O)c2ccc(C)cc2)cc1OC`?
UTI89 phage lysis: 0.9%[50 µM]; Lipid droplet: -6; Siah-1 displacement: 2%; Lipid droplet cells 6.5 µM: 688

How did C=CCn1c(SCc2ccc(C(=O)NCCO)cc2)nc2ccccc2c1=O do in these assays?
UTI89 phage lysis: -1.0%; Lipid droplet: 0; Siah-1 displacement: 1%; Lipid droplet cells 6.5 µM: 799

Results for CCC1Oc2ccc(C)cc2N(CC(=O)NCCCN2CCCC2)C1=O (stereo not given) ?
UTI89 phage lysis: 0.0%; Lipid droplet: -14; Siah-1 displacement: -3%; Lipid droplet cells 6.5 µM: 835

What do the screens show for `COc1ccc(NC(=O)c2ccc3c(c2)CCN3S(=O)(=O)c2ccccc2)c(OC)c1`?
UTI89 phage lysis: 3.0%; Lipid droplet: -26; Siah-1 displacement: 4%; Lipid droplet cells 6.5 µM: 711

What do the screens show for `Cc1ccc(NS(=O)(=O)c2cc(C(=O)Nc3cccnc3)ccc2C)cc1`?
UTI89 phage lysis: -0.3%; Lipid droplet: 6; Siah-1 displacement: 7%; Lipid droplet cells 6.5 µM: 668

What do the screens show for `O=C(O)C1CC1C(=O)Nc1nc2c(Cl)cccc2s1` (stereo not given)?
UTI89 phage lysis: 1.3%; Lipid droplet: -24; Siah-1 displacement: 0%; Lipid droplet cells 6.5 µM: 721

What do the screens show for `O=C(c1ccc(Cl)c(S(=O)(=O)N2CCCCCC2)c1)N1CCCCC1`?
UTI89 phage lysis: 1.1%[50 µM]; Lipid droplet: 10; Siah-1 displacement: -5%; Lipid droplet cells 6.5 µM: 711

How did COc1ccc(C(=O)N(CC(=O)Nc2sc(C)c(C)c2C(N)=O)C2CCCC2)cc1 do in these assays?
UTI89 phage lysis: -0.6%; Lipid droplet: -16; Siah-1 displacement: -2%; Lipid droplet cells 6.5 µM: 708

What do the screens show for `CCOC(=O)c1cccc(NC(=O)CCc2nnc3ccc(N4CCCCC4)nn23)c1`?
UTI89 phage lysis: 0.4%; Lipid droplet: 2; Siah-1 displacement: -1%; Lipid droplet cells 6.5 µM: 720

What do the screens show for `Cc1ccc(C(=O)N2CCN(c3ccc([N+](=O)[O-])cc3)CC2)o1`?
UTI89 phage lysis: 0.5%; Lipid droplet: 0; Siah-1 displacement: 0%; Lipid droplet cells 6.5 µM: 804

How did Cc1nc2ccc(NC(=O)c3cnc(Cl)c(Cl)c3)cc2s1 do in these assays?
UTI89 phage lysis: 0.5%; Lipid droplet: -9; Siah-1 displacement: 8%; Lipid droplet cells 6.5 µM: 760

Results for COc1ccc(C2c3[nH]c4ccccc4c3CCN2C(=O)Cc2nonc2C)c(F)c1 (stereo not given) ?
UTI89 phage lysis: -0.1%; Lipid droplet: -6; Siah-1 displacement: 41%; Lipid droplet cells 6.5 µM: 667

Results for O=C(NCc1ccccc1Cl)C1CCCN(S(=O)(=O)c2cccc3nonc23)C1 (stereo not given) ?
UTI89 phage lysis: 0.2%; Lipid droplet: -8; Siah-1 displacement: 2%; Lipid droplet cells 6.5 µM: 826

Results for CCOc1ccccc1CN1CCNC(=O)C1CC(=O)NC1CCCCCC1 (stereo not given) ?
UTI89 phage lysis: 0.0%; Lipid droplet: -16; Siah-1 displacement: 1%; Lipid droplet cells 6.5 µM: 721

How did COc1ccc(NC(=O)CSc2nc3nc(C)cc(C)n3n2)cc1 do in these assays?
UTI89 phage lysis: 0.2%; Lipid droplet: 7; Siah-1 displacement: -1%; Lipid droplet cells 6.5 µM: 804

How did O=C(NN/C(=N/S(=O)(=O)c1ccc(Cl)cc1)c1ccccc1)c1cccc(Cl)c1 do in these assays?
UTI89 phage lysis: -0.4%; Lipid droplet: 11; Siah-1 displacement: 5%; Lipid droplet cells 6.5 µM: 832

How did O=C(NCCc1ccccc1)C1CCCN(c2ncnc3c2nc2n3CCCCC2)C1 (stereo not given) do in these assays?
UTI89 phage lysis: -0.1%; Lipid droplet: 0; Siah-1 displacement: -5%; Lipid droplet cells 6.5 µM: 734

How did C=CCn1c(=O)c2ccccc2n2c(SCC(=O)N(C)C)nnc12 do in these assays?
UTI89 phage lysis: 0.3%; Lipid droplet: -9; Siah-1 displacement: 6%; Lipid droplet cells 6.5 µM: 866

How did CC(C)(C)NC(=O)NC(=O)CN1C(=O)NC(C)(c2ccccc2)C1=O (stereo not given) do in these assays?
UTI89 phage lysis: 0.1%; Lipid droplet: 2; Siah-1 displacement: -5%; Lipid droplet cells 6.5 µM: 775

Ordered by length of the SMILES (smallest number first): part of the list above.
How did Cc1nc2ccc(NC(=O)c3cnc(Cl)c(Cl)c3)cc2s1 do in these assays?
UTI89 phage lysis: 0.5%; Lipid droplet: -9; Siah-1 displacement: 8%; Lipid droplet cells 6.5 µM: 760

How did COc1ccc(NC(=O)CSc2nc3nc(C)cc(C)n3n2)cc1 do in these assays?
UTI89 phage lysis: 0.2%; Lipid droplet: 7; Siah-1 displacement: -1%; Lipid droplet cells 6.5 µM: 804

How did C=CCn1c(=O)c2ccccc2n2c(SCC(=O)N(C)C)nnc12 do in these assays?
UTI89 phage lysis: 0.3%; Lipid droplet: -9; Siah-1 displacement: 6%; Lipid droplet cells 6.5 µM: 866

How did O=C(NCCc1ccccc1)C1CCCN(c2ncnc3c2nc2n3CCCCC2)C1 (stereo not given) do in these assays?
UTI89 phage lysis: -0.1%; Lipid droplet: 0; Siah-1 displacement: -5%; Lipid droplet cells 6.5 µM: 734

What do the screens show for `Cc1ccc(C(=O)N2CCN(c3ccc([N+](=O)[O-])cc3)CC2)o1`?
UTI89 phage lysis: 0.5%; Lipid droplet: 0; Siah-1 displacement: 0%; Lipid droplet cells 6.5 µM: 804

Results for O=C(NCc1ccccc1Cl)C1CCCN(S(=O)(=O)c2cccc3nonc23)C1 (stereo not given) ?
UTI89 phage lysis: 0.2%; Lipid droplet: -8; Siah-1 displacement: 2%; Lipid droplet cells 6.5 µM: 826

Other compounds
Results for Cc1onc(-c2c(F)cccc2Cl)c1C(=O)N(Cc1ccccc1)C(C)C ?
UTI89 phage lysis: 0.3%; Lipid droplet: -21; Siah-1 displacement: 1%; Lipid droplet cells 6.5 µM: 732

Results for CC1=Nc2cc(C(=O)NCCCN3CCOCC3)ccc2Sc2c(C)ccc(C)c21 ?
UTI89 phage lysis: 0.0%; Lipid droplet: -2; Siah-1 displacement: -2%; Lipid droplet cells 6.5 µM: 762

How did Cc1cc(S(=O)(=O)N2CCOCC2)ccc1OCC(=O)Nc1cccc(C(F)(F)F)c1 do in these assays?
UTI89 phage lysis: 0.9%; Lipid droplet: 16; Siah-1 displacement: 5%; Lipid droplet cells 6.5 µM: 812

Results for Cc1ccc(SCC(=O)NNC(=O)c2ccccc2)cc1C ?
UTI89 phage lysis: 0.2%; Lipid droplet: 0; Siah-1 displacement: -2%; Lipid droplet cells 6.5 µM: 832

How did CC(=O)N1CCCc2cc(S(=O)(=O)CCC(=O)Nc3cccc(C)c3C)ccc21 do in these assays?
UTI89 phage lysis: 0.2%; Lipid droplet: -1; Siah-1 displacement: 6%; Lipid droplet cells 6.5 µM: 790

What do the screens show for `Cc1nn(CC(=O)NCCCN2CCN(Cc3ccccc3)CC2)c(=O)c2cc(-c3ccccc3)nn12`?
UTI89 phage lysis: 0.2%; Lipid droplet: 0; Siah-1 displacement: -2%; Lipid droplet cells 6.5 µM: 677

What do the screens show for `COc1ccc(C(=O)Nc2ccccc2C(=O)Nc2cccnc2)cc1`?
UTI89 phage lysis: 0.0%; Lipid droplet: 13; Siah-1 displacement: 5%; Lipid droplet cells 6.5 µM: 680

Results for Cc1cnc(NC(=O)c2cccs2)s1 ?
UTI89 phage lysis: -0.8%; Lipid droplet: -2; Siah-1 displacement: 2%; Lipid droplet cells 6.5 µM: 809

Results for C=CCN(C(=O)c1csnn1)C(C(=O)NC1CCCC1)c1ccc(OC)cc1 (stereo not given) ?
UTI89 phage lysis: 0.8%; Lipid droplet: -23; Siah-1 displacement: 12%; Lipid droplet cells 6.5 µM: 791

Results for CCC(CC)COC(=O)C1=C(C)NC(=O)NC1c1ccc(OC)cc1 (stereo not given) ?
UTI89 phage lysis: 0.2%; Lipid droplet: -6; Siah-1 displacement: -4%; Lipid droplet cells 6.5 µM: 787

How did Cc1ccc(C(=O)N2CCOCC2)cc1S(=O)(=O)N1CCCC1 do in these assays?
UTI89 phage lysis: 0.6%[50 µM]; Lipid droplet: 0; Siah-1 displacement: 11%; Lipid droplet cells 6.5 µM: 666

What do the screens show for `Cc1ccc(/C=C/C(=O)NCCc2ccccc2)o1`?
UTI89 phage lysis: 0.3%; Lipid droplet: 3; Siah-1 displacement: 2%; Lipid droplet cells 6.5 µM: 841

How did Cc1ccc(-n2ncc3c2CC(C)(C)CC3NC(=O)CCc2cccnc2)cc1 (stereo not given) do in these assays?
UTI89 phage lysis: -0.2%; Lipid droplet: -6; Siah-1 displacement: 0%; Lipid droplet cells 6.5 µM: 678

Results for Cc1ccc(CNC(=O)Cn2cnc(S(=O)(=O)N3CCC(C)CC3)c2)o1 ?
UTI89 phage lysis: 1.5%; Lipid droplet: -7; Siah-1 displacement: 2%; Lipid droplet cells 6.5 µM: 705

How did CSc1ccc(S(=O)(=O)N2CCC(C(=O)NCc3ccco3)CC2)cc1 do in these assays?
UTI89 phage lysis: 0.2%; Lipid droplet: -1; Siah-1 displacement: 1%; Lipid droplet cells 6.5 µM: 813

What do the screens show for `CC(Sc1ccccc1)C(=O)N1CCN(S(=O)(=O)c2ccccc2)CC1` (stereo not given)?
UTI89 phage lysis: 0.0%; Lipid droplet: -2; Siah-1 displacement: -3%; Lipid droplet cells 6.5 µM: 692

What do the screens show for `Cc1cccc(C)c1NC(=O)C(Cl)C(=O)c1ccccc1` (stereo not given)?
UTI89 phage lysis: -1.1%; Lipid droplet: 12; Siah-1 displacement: 2%; Lipid droplet cells 6.5 µM: 829

How did COc1ccc(NS(=O)(=O)c2cc3c(cc2C)N(C(C)=O)CCO3)cc1 do in these assays?
UTI89 phage lysis: 1.6%; Lipid droplet: -1; Siah-1 displacement: -3%; Lipid droplet cells 6.5 µM: 768

How did CC1CCN(C(=O)C2CCCN(c3ncnc4c3nc3n4CCCCC3)C2)CC1 (stereo not given) do in these assays?
UTI89 phage lysis: -5.7%; Lipid droplet: 30; Siah-1 displacement: 0%; Lipid droplet cells 6.5 µM: 744

What do the screens show for `CCn1c(/C=C/c2ccc(O)cc2)nc2ccccc2c1=O`?
UTI89 phage lysis: 0.4%; Lipid droplet: 3; Siah-1 displacement: -2%; Lipid droplet cells 6.5 µM: 835

What do the screens show for `CCS(=O)(=O)Nc1cccc(C2=NN(S(=O)(=O)CC)C(c3cccs3)C2)c1` (stereo not given)?
UTI89 phage lysis: 0.0%; Lipid droplet: 2; Siah-1 displacement: 1%; Lipid droplet cells 6.5 µM: 712

How did COc1ccc(NC(=S)N2CCC(NC(=O)c3ccc(F)cc3)CC2)cc1 do in these assays?
UTI89 phage lysis: -1.7%; Lipid droplet: -12; Siah-1 displacement: 2%; Lipid droplet cells 6.5 µM: 739

Results for CCCCc1c(O)nc(SCC(=O)N2CCOCC2)n(-c2ccc(OC)cc2)c1=O ?
UTI89 phage lysis: 0.5%; Lipid droplet: 2; Siah-1 displacement: 0%; Lipid droplet cells 6.5 µM: 754

How did Cc1nnc2n1N=C(c1ccc(OC(F)F)cc1)C(C)S2 (stereo not given) do in these assays?
UTI89 phage lysis: 0.1%; Lipid droplet: -7; Siah-1 displacement: 9%; Lipid droplet cells 6.5 µM: 771

Results for Cc1ccc(S(=O)(=O)N2CCN=C2SC(C)c2ccccc2)cc1 (stereo not given) ?
UTI89 phage lysis: 1.4%[50 µM]; Lipid droplet: -4; Siah-1 displacement: 12%; Lipid droplet cells 6.5 µM: 666

Results for CCNc1nc(Cl)nc(NC2CCCCC2)n1 ?
UTI89 phage lysis: -1.6%; Lipid droplet: 3; Siah-1 displacement: 9%; Lipid droplet cells 6.5 µM: 850

How did CN(C(=O)Nc1ccccc1)C1CCCc2ccccc21 (stereo not given) do in these assays?
UTI89 phage lysis: 0.4%; Lipid droplet: 4; Siah-1 displacement: 3%; Lipid droplet cells 6.5 µM: 827

How did COc1ccc(C)cc1NC(=O)C/C(C)=N/NC(=O)Cc1cccc2ccccc12 do in these assays?
UTI89 phage lysis: -0.1%; Lipid droplet: 72*; Siah-1 displacement: -5%; Lipid droplet cells 6.5 µM: 836*

What do the screens show for `O=C(CSc1nnc(C2CC2)n1CC1CCCO1)Nc1cccc(Cl)c1` (stereo not given)?
UTI89 phage lysis: 0.1%; Lipid droplet: 8; Siah-1 displacement: 11%; Lipid droplet cells 6.5 µM: 822

Some of the compounds tested; count on the stated rates, not on these rows.
